Source: PubChem
SSB-PriA inh = inhibitors of Klebsiella pneumoniae PriA binding to SSB C-terminal tail | AlphaScreen SSBct-PriA binding, biotinylated peptide | inhibition, % at 33 µM | actives 0.6% (n = 430,000) | AID 1272365; in the data active = inhibition mostly above about 37%, no sharp cut-off; inactive = mostly below about 20%;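 note: plate controls were negative control peptide for no effect and reference peptide for full effect; strong numbers were not always called active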
The depositor's hits bear a star; & = joins results of further samples. This is a subset; rates above refer to the full screens.

SMILES	SSB-PriA inh
Cn1c(SCC(=O)NC2CCCCC2)nnc1-c1c[nH]c2ccccc12	-5.0
NC(=O)c1ccccc1OCC#CCNC(=O)c1nc2ccccc2s1	-10.0
CC(C)(C)OC(=O)N1CCc2nc(NC(=O)c3cnccn3)sc2C1	-17.0
O=C(CSc1nc(=O)n(CC2CCCO2)c2c1CCC2)NC1CCCC1 (stereo unspecified)	5.0
COc1ccc(Cl)c2sc(NC(=O)CS(=O)(=O)c3ccc(F)cc3)nc12	-22.0
CCCNC(=O)C1CCN(c2ccc(SCC(=O)Nc3cc(C)c(Cl)cc3OC)nn2)CC1	0.0
CC(=NNC(=O)Cc1ccccc1)c1ccc(Br)s1	-5.6
Cc1cccc(-n2ncc3c(=O)[nH]c(-n4nc(C)cc4NC(=O)CC(C)C)nc32)c1	10.0
Cc1cc(CCNC(=O)c2ccc(S(=O)(=O)N3CCCC3)cc2)on1	-13.0
O=C1Cc2cc(NC(=O)NCc3cccc4ccccc34)ccc2N1	-10.0
O=C(CSC1=NS(=O)(=O)c2cc(Cl)ccc2N1)N1CCOCC1	-9.0
O=C(CSC1CCCC1)NCC[C@H](O)C1CCOCC1	-20.0
O=C(CN1C(=O)CCC1=O)N1CCC[C@H](c2nnc(-c3ccsc3)o2)C1	-8.0
CCOC(=O)c1c(NC(=O)c2ccc(Br)cc2)sc2c1CCC(C)C2 (stereo unspecified)	-14.0
Nc1ccc(C(=O)/C=C/c2ccc(Br)o2)cc1	19.0
Cc1cc(N2CCN(c3ccccc3C)CC2)n2ncc(-c3ccc(Cl)cc3)c2n1	-20.0
CC(=NNc1cc(C)nc(NCc2ccccc2)n1)c1cccc([N+](=O)[O-])c1	-1.9
O=C(Nc1cccs1)N1CCCSCC1CN1CCOCC1 (stereo unspecified)	-23.0
COc1cccc([C@H](CNC(=O)C(=O)NC2CCCCC2)N2CCOCC2)c1	-1.0
COc1ccc(Br)cc1CCC(=O)N1CC(N2C(=O)CCC2=O)C1	-8.0
Cc1ccc(-c2nnc(SCC(=O)NN=Cc3c(C)nn(-c4ccccc4)c3C)n2-c2ccc(C)cc2)cc1	-5.9
CCSc1nnc(CNC(=O)C23CC4CC(CC(C4)C2)C3)n1CC	0.0
O=C(NCCc1c[nH]c2ccccc12)NC1CC(=O)N(c2ccc3c(c2)OCCO3)C1 (stereo unspecified)	0.0
O=C(NN=Cc1cccs1)c1cccc(S(=O)(=O)Nc2ccc(Cl)cc2)c1	9.6
COc1ccccc1-n1cc(-c2ccccc2)c2c(SCc3cc(C)ccc3C)ncnc21	-2.0
COc1cccc2cc(-c3nnc(NC(=O)c4ccc([N+](=O)[O-])s4)o3)oc12	24.0
COC(=O)c1ccc(-c2csc(NC(=O)c3ccccc3NS(=O)(=O)c3ccc(C)cc3)n2)cc1	-8.0
COc1ccccc1CNC(=O)C(=O)NCC(c1cccc2ccccc12)N1CCCC1 (stereo unspecified)	16.0
O=C(NCC1CCN(Cc2cccs2)CC1)C(=O)Nc1ccc2c(c1)OCCO2	-12.0
Cc1csc(CN2CCN(C(=O)c3cccc4ccccc34)CC2)n1	2.0

Continuation:
SMILES	SSB-PriA inh
O=S(=O)(NCc1ccc2c(c1)OCO2)N1CCOCC1	-7.0
O=C(O)C1CCN(c2cc(-n3cncn3)ncn2)CC1	1.0
O=C(Nc1ccc(C(F)(F)F)cc1)Nc1cnn(C2CCOC2)c1 (stereo unspecified)	-6.0
COc1ccc(CCNC(=O)NCC[C@H](O)c2cccn2C)cc1	4.0
Cc1noc(C)c1CC(=O)Nc1cnn(C2CCOC2)c1 (stereo unspecified)	5.0
C/C(=N/N=C1/NC(=O)CS1)c1ccccc1	-2.0
Cc1cc(C(=O)N2CCOCC2)nn1CC(=O)N1CCc2ccccc21	-8.0
O=C(c1ccccc1S(=O)(=O)C(F)F)N(Cc1ccoc1)Cc1cccs1	-15.0
COc1cccc([C@H](CNC(=O)Nc2cccc(OC)c2OC)OC)c1	6.0
CN1CCN(C(CNC(=O)C(=O)NC2CC2)c2ccsc2)CC1 (stereo unspecified)	8.0
Cc1ccc(C)c(S(=O)(=O)Nc2ccc(C(=O)N3CCN(C(=O)c4ccco4)CC3)cc2)c1	6.0
Cc1ccc(C(=O)Nc2nc(-c3ccccn3)cs2)cc1	78.0*
COc1ccc(NC(=O)c2cnc(N3CCc4ccccc4C3)nc2N)cc1	-2.0
O=S(=O)(c1ccc(F)cc1)C1CN(S(=O)(=O)c2ccc3c(c2)CCCC3)C1	-8.0
O=C(Nc1ccc(N2CCN(C(=O)Cc3cccs3)CC2)nn1)c1ccccc1	-14.0&-5.0
COc1ccc(Cl)cc1C(=O)NCCNc1ccc(-n2cccc2)nn1	-10.0
O=S(=O)(c1ccc(F)cc1)N1CCN(c2ncnc3scc(-c4ccccc4)c23)CC1	-2.0
Cc1nnc2ccc(-c3cccc(NC(=O)C4CCCCC4)c3)nn12	-16.0
O=C(NN=Cc1coc2ccccc2c1=O)c1ccccc1	3.4
O=C(N[C@H]1CCN(Cc2noc(-c3ccccc3)n2)C1)c1ccc2c(c1)OCO2	-9.0
O=S(=O)(Cl)/C=C/c1ccccc1	5.0
CCOc1ccc(NC(=O)c2ccc(=O)n(C)n2)cc1	-18.0
CC(C)(C)OC(=O)N1CCc2nc(NC(=O)c3ccco3)sc2C1	-17.0
NC(=O)COc1ccc2c(c1)O/C(=C\c1ccco1)C2=O	-1.0
COCCNC(=O)Cc1cn(Cc2ccc(Cl)cc2)c2ccccc12	-14.0
COc1ccc(C(=O)N2CC[C@H](c3ccc4c(c3)OCO4)C2)cc1F	-14.0
O=C(CN1C(=O)CCC1=O)NCc1ccc(C(=O)c2ccco2)s1	-10.0
O=c1ccc(-c2cccs2)nn1CCCNS(=O)(=O)c1cccnc1	-13.0
CSC1=NCCN1C(=O)c1ccccc1Br	-12.0
CCOC(=O)c1cn[nH]c1S(=O)(=O)Nc1ccccc1OCC	4.0

7 compounds from above, sorted by length of the SMILES, low to high:
SMILES	SSB-PriA inh
CSC1=NCCN1C(=O)c1ccccc1Br	-12.0
CC(=NNC(=O)Cc1ccccc1)c1ccc(Br)s1	-5.6
Cc1csc(CN2CCN(C(=O)c3cccc4ccccc34)CC2)n1	2.0
CC(C)(C)OC(=O)N1CCc2nc(NC(=O)c3cnccn3)sc2C1	-17.0
CCOC(=O)c1c(NC(=O)c2ccc(Br)cc2)sc2c1CCC(C)C2 (stereo unspecified)	-14.0
O=C(c1ccccc1S(=O)(=O)C(F)F)N(Cc1ccoc1)Cc1cccs1	-15.0
Cc1ccc(-c2nnc(SCC(=O)NN=Cc3c(C)nn(-c4ccccc4)c3C)n2-c2ccc(C)cc2)cc1	-5.9

Among those listed so far, 4 have an NH in an aromatic ring.
SMILES	SSB-PriA inh
Cn1c(SCC(=O)NC2CCCCC2)nnc1-c1c[nH]c2ccccc12	-5.0
Cc1cccc(-n2ncc3c(=O)[nH]c(-n4nc(C)cc4NC(=O)CC(C)C)nc32)c1	10.0
O=C(NCCc1c[nH]c2ccccc12)NC1CC(=O)N(c2ccc3c(c2)OCCO3)C1 (stereo unspecified)	0.0
CCOC(=O)c1cn[nH]c1S(=O)(=O)Nc1ccccc1OCC	4.0

New compounds follow.
SMILES	SSB-PriA inh
O=C(CCc1csc(NC(=O)Nc2cccc(Cl)c2)n1)NCc1ccc(F)cc1	-2.0
O=C(c1nc2ccccc2s1)N1CCC(CSc2ccccn2)CC1	-7.0
O=C(c1ccccc1C(F)(F)F)N1CCN(Cc2nc(C3CC3)cs2)CC1	-14.0
CC(Oc1ccc(Cl)cc1Cl)C(=O)NCCn1nc(-c2cccs2)ccc1=O (stereo unspecified)	-1.0
CCN(CC)c1ccc(C=NO)cc1	-1.5
Cc1ccsc1[C@@H](O)CNC(=O)Cc1c(C)noc1C	1.0
O=C(Nc1ccc2c(c1)N(C(=O)c1cccs1)CC2)c1cc(C2CC2)on1	1.0
COc1nn(C)cc1C(=O)Nc1ccc(OC(F)(F)F)cc1	0.0
Cc1nc(-c2nnc(NC(=O)c3cccc(Br)c3)o2)cs1	11.0
COc1ccc(C)cc1NC(=O)c1cc(-c2cccs2)nc2c1c(C)nn2C1CCS(=O)(=O)C1 (stereo unspecified)	5.0
N#Cc1c(NC(=O)c2cccc(C(F)(F)F)c2)sc2c1CCN(Cc1ccccc1)C2	-14.0
O=C(NCC(=O)N1CCOC(c2ccccc2)C1)c1cc2ccccc2oc1=O (stereo unspecified)	-18.0
COc1ccc(S(=O)(=O)N(CC(C)C)[C@H]2CCS(=O)(=O)C2)cc1C	-1.0
O=C(CN1C(=O)c2ccccc2C1=O)Nc1ccc(F)cc1	-16.0
Cc1cccc(NC(=O)c2c(N)c(C(=O)c3ccc(Cl)cc3)n3ccccc23)c1C	-10.0
Cc1ccc2c(c1)NC(=O)c1cc(NC(=O)COc3ccccc3F)ccc1O2	-21.0
Cc1cccc(-n2ncc3c(=O)[nH]c(SCc4ccccn4)nc32)c1	-5.0
CCOC(=O)c1ccc(NC(=O)C2CCN(c3ncnc4c3sc3ncccc34)CC2)cc1	-13.0&-10.0
O=C(Cn1cccn1)NCCN1Cc2cc(Cl)ccc2OCC1=O	-3.0
COc1cccc2cc(C(=NO)c3ccccc3)oc12	-11.9
Cc1cc(C)c(C(N)=O)cn1	-13.0&-4.0
NC(=S)N/N=C\c1c(OC(=O)/C=C/c2ccccc2)ccc2ccccc12	-19.0
CCOC(CSc1nc2ccccc2[nH]1)OCC	-9.0
CCOC(=O)c1c(-c2ccc(F)cc2)csc1NC(=O)CSc1n[nH]c(N)n1	9.0
Cn1nc(CN(C2CCCC2)S(=O)(=O)c2cccnc2)c2c1CCC2	4.0
O=C(Nc1c2c(nn1-c1ccc(Cl)cc1)CSC2)C12CC3CC(CC(C3)C1)C2	-9.0
O=C1C2CC=CCC2C(=O)N1C1CN(C(=O)C2(c3cccs3)CCCC2)C1 (stereo unspecified)	-9.0
COc1cccc(NC(=O)Nc2cnc(OC)nc2)c1	-11.0
O=C(NCCc1ccoc1)C1CC=CCC1 (stereo unspecified)	-17.0
CCN1C(=O)CSC1=NS(=O)(=O)c1ccc(Cl)cc1	-5.7&2.0

Next part.
SMILES	SSB-PriA inh
CC(C)Sc1ccc(CC(=O)NC2CNC(=O)C2)cc1 (stereo unspecified)	-9.0
COc1ccc(-c2csc(NC(=O)c3ccnn3C)n2)cc1C	13.0
Cc1ccc(CNC(=O)c2ccc(-n3c(=S)[nH]c4ccccc4c3=O)cc2)cc1	-5.0
Cc1ccsc1C=NNC(=O)c1cc(-c2ccncc2)nc2ccccc12	-2.4
O=C(Nc1cnc2ccnn2c1)Nc1c(F)cccc1F	4.0
O=S(=O)(/C=C/c1ccccc1)NCCn1nc(C(F)(F)F)cc1C1CC1	3.0
CCC1SC(=NC(=O)NC2CCCCC2)NC1=O (stereo unspecified)	-14.9
CCc1ccccc1NC(=O)c1ccc(S(=O)(=O)c2ccc(C)c(C)c2)nc1	-11.0
N#Cc1ccccc1NC(=O)Cc1ccc(Cl)s1	-2.0
COC(=O)Cn1c(=NC(=O)c2cccs2)sc2cc(S(N)(=O)=O)ccc21	7.0
Cn1c(=O)[nH]c(=O)c2c1nc(Br)n2CC(=O)C(C)(C)C	-16.0
Cc1ccsc1CCC(=O)N1CCc2ncncc2C1	-3.0
Nc1nonc1-n1nnc(C(=O)NN=Cc2ccccc2F)c1-c1cccs1	5.1
COc1ccc(CC(=O)Nc2cccc(-c3cn4ccsc4n3)c2)cc1	10.0
Cc1csc(NC(=O)CSc2ccc3nnc(CCNC(=O)c4ccccc4)n3n2)n1	1.0
COc1ccc(CCNS(=O)(=O)c2cccc3cnccc23)cc1OC	2.0
CCCc1nnc2c(=O)n(CC(=O)Nc3ccc(Br)cc3F)c3ccccc3n12	-8.0
COC(=O)c1cn(Cc2cccc(C#N)c2)nc1S(=O)(=O)N1CCc2ccccc2C1	-2.0
CC(=O)Nc1ccc(SCCCC(=O)N2CCC(C(N)=O)CC2)nn1	-4.0
Cc1nc(Oc2ccccc2)nc(C)c1NC(=O)c1cccc(Cl)c1	-26.0

(list continues)
SMILES	SSB-PriA inh
Cc1ccc(C2CC(c3cccs3)=NN2c2nc(-c3ccccc3)c3cc(Cl)ccc3n2)cc1 (stereo unspecified)	-8.0
CC1(C(=O)NN=Cc2ccccc2)CC1(Br)Br (stereo unspecified)	-2.4
O=C(CCc1ccc2ccccc2c1)Nc1ccc2scnc2c1	-7.0
COc1ccc(CCNc2oc(-c3ccccc3)nc2S(=O)(=O)c2ccccc2)cc1OC	9.0
Cc1cc(=O)[nH]c(-n2nc(C)cc2NC(=O)/C=C/c2ccc3c(c2)OCO3)n1	-1.0
CC(C)(Oc1ccc(Cl)cc1)C(=O)NC1CC(O)C(CO)C1 (stereo unspecified)	-2.0
Cc1cc(NC(=O)Nc2ccccc2)ccc1N1CCCC1=O	-19.0
Cc1cc(C)c(N)c(Br)n1	5.0
Cc1nn(Cc2c(Cl)cccc2Cl)c(Cl)c1C=NNC(=O)c1cccnc1	-14.9
O=C(NN=Cc1c[nH]c2ccccc12)c1ccn[nH]1	-13.8
CCOC(CNC(=O)c1nn(-c2ccccc2C)c(=O)cc1OC)OCC	10.0
O=C(CC=NOCc1ccc(Cl)cc1Cl)c1ccc(Cl)cc1	-14.0
O=S(=O)(NCCOc1ccc(-c2cccs2)nn1)c1ccc(Cl)s1	7.0
CCOC(=O)c1ccccc1NC(=O)C1CCN(c2ccc(-c3cccs3)nn2)CC1	-8.0&-2.0
O=C(O)c1ccc(S(=O)(=O)Nc2ccc(N3CCOCC3)cc2)cc1	-7.0
O=C(NCCC(O)c1ccc2c(c1)OCO2)C(=O)Nc1cc2c3c(c1)CCN3C(=O)CC2 (stereo unspecified)	-32.0
COC(=O)C=c1sc2n(c1=O)C(C)=CC(C)(C)N=2	-6.7
Nc1c(C(=O)Nc2ccc([N+](=O)[O-])cc2)oc2ccccc12	5.0
O=C(NCC(c1cccs1)S(=O)(=O)c1ccccc1)OCc1ccccc1 (stereo unspecified)	-23.0
O=C(N1CCO[C@@H](Cc2ccccc2)C1)C1(c2cccs2)CCCC1	-1.0
